NCOA2 inhibitor: inhibits human steroid receptor coactivator 2; Q15596; HEK293 GAL4-SRC2 luciferase reporter, luminescence; inhibition, % at 9 µM; actives 0.17% (n = 370,000);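 active = inhibition above the mean inhibition of all tested compounds plus 3 SD, set per campaign, cut at about 52% in these data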;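 note: 0% = DMSO treated cells and 100% = cells given Gossypol at 36 µM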
COUP-TFII inh: inhibitors of human COUP-TFII (NR2F2) | AID 686940 | actives 0.7% (n = 370,000) | P24468 | inhibition, % at 8.6 µM | HEK293T NGFI-A luciferase reporter, luminescence;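 active = inhibition above a per-plate cutoff, mean inhibition of test wells between control levels plus 3 SD, cut at about 38% in these data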;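 note: cells cotransfected with COUP-TFII expression vector driving the NGFI-A reporter; 0% = median of COUP-TF2 test wells and 100% = reporter-only cells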
NCOA1 inh: inhibits human SRC1 coactivator | AID 588354 | actives 0.12% (n = 360,000) | Q15788 | inhibition, % at 3.6 µM | HEK293 GAL4-SRC1 luciferase reporter, luminescence;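 active = inhibition above the campaign mean plus 3 SD, with each screening campaign given its own cutoff, cut at about 60% in these data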;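 note: 0% = DMSO treated cells and 100% = gossypol at 36 µM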
ABHD5 PLIN5 PPI: inhibitors of human ABHD5-perilipin-5 interaction; actives 0.78% (n = 360,000); inhibition, % at 4 µM; Split G. princeps luciferase complementation, luminescence, 4 h;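 active = inhibition above the mean inhibition across every tested compound plus 3 SD, cut at about 22% in these data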;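 note: 0% = DMSO only wells and the 100% control is not disclosed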
LMP1 NFkB inh: Epstein-Barr LMP1 NF-kappaB reporter inhibition; LMP1-induced NF-kappaB luciferase reporter cells, luminescence; inhibition, % at 12.5 µM; actives 0.69% (n = 350,000); AID 504558; in the data active = inhibition above about 41%;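 note: 0% = neutral control wells and 100% = reference inhibitor control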
TLR9-MyD88 inh: inhibitors of human TLR9-MyD88 binding | inhibition, % at 4.98 µM | Q9NR96+Q99836 | actives 0.21% (n = 340,000) | CHO BLA complementation TLR9-MyD88, CCF4 FRET ratio;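 active = inhibition above the mean over all tested compounds plus 3 SD, cut at about 21% in these data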;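 note: 0% = DMSO only wells and 100% = clavulanate BLA inhibitor control wells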
NCOA3 inh: human NCOA3 inhibition | Q9Y6Q9 | HEK293 GAL4-SRC3 luciferase reporter, luminescence | inhibition, % at 3.6 µM | actives 0.17% (n = 360,000) | AID 588352;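 active = inhibition above a per-campaign cutoff, the mean of all compounds plus 3 SD, cut at about 60% in these data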;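 note: 0% = DMSO-treated cells and 100% = gossypol-treated cells at 36 µM; higher means less SRC3-driven luciferase light from the GAL4 reporter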
MC4R antag cAMP: blocks human MC4R cAMP signaling | P32245 | MC4R-expressing cells, MTII-stimulated cAMP, LANCE TR-FRET | inhibition, % at 6.5 µM | actives 0.48% (n = 360,000);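 active = inhibition above its plate's cutoff, the mean of tested wells on that plate plus 3 SD, cut at about 29% in these data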;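 note: 0% = Melanotan II alone and 100% = Melanotan II plus saturating MCL0020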
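Material – human MC4R-expressing U2OS cells · Repeats – no replicates · Detection – TR-FRET with Eu-cAMP and labeled anti-cAMP, 671 nm · Times – compound 30 min, challenge 1 h, detection 1 h · Compound – single nominal compound dose of 6.5 µM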
NOD2-RIPK2 inh: blocks binding of human NOD2 to RIPK2 | O43353 | CHO BLA complementation NOD2-RIPK2, CCF4 ratio | inhibition, % at 4.98 µM | actives 0.38% (n = 360,000); in the data active = inhibition above about 21%;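 note: 0% = vehicle only and 100% = reference blocker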
MC4R ag barr: activates human MC4R beta-arrestin recruitment | P32245 | U2OS MC4R beta-arrestin complementation, luminescence; percent of melanotan II response, DMSO zero | activation, % at 8.9 µM | actives 0.98% (n = 360,000) | AID 540308;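 active = activation above a per-plate cutoff, the mean activation of sample wells on that plate plus 3 SD, cut at about 8% in these data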
NR5A2 inv ag: NR5A2 inverse agonism in reporter assay | O00482 | HEK293T StAR-luciferase reporter, LRH-1 transfected, 24 h | inhibition, % at 3.6 µM | actives 0.13% (n = 360,000);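 active = inhibition above the mean inhibition of all tested compounds plus 3 SD, cut at about 73% in these data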;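 note: 0% = DMSO wells and 100% = reporter-only cells lacking LRH-1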
* hit, by the source's call; . = no result given. The list is partial, so the mix of outcomes need not match the whole.

Structure,NCOA2 inhibitor,COUP-TFII inh,NCOA1 inh,ABHD5 PLIN5 PPI,LMP1 NFkB inh,TLR9-MyD88 inh,NCOA3 inh,MC4R antag cAMP,NOD2-RIPK2 inh,MC4R ag barr,NR5A2 inv ag
CCCC(=O)C1C(=O)CC(CC(C)SCC)CC1=O (stereo not given),-6,-15,-8,6,7,5,17,-7,-11,-0.7,-3
COc1cc(NC(=O)CCN2C(=O)NC3(CCCC3)C2=O)c(OC)cc1Cl,-7,4,3,4,0,4,7,-3,-9,-2.7,14
Cc1ccc(CCNc2ccc3ccccc3c2)cn1,-35,-10,-9,-6,0,4,-6,6,1,-2.5,-10
Cc1cccc(C(=O)c2ccccc2C(=O)O)c1O,13,-22,-1,1,1,2,2,-4,-12,-0.8,24
Cc1ccc(OCC(=O)NNC(=O)Cn2c(=O)cnc3ccccc32)cc1,-12,-14,-2,8,4,1,-11,6,-4,-0.5,4
CC(C)NC(=O)CCn1nc(-c2ccc(Cl)cc2)c2ccccc2c1=O,-4,10,5,6,-2,6,20,-11,7,-0.2,12
COn1c(C)c(C)c2c3nonc3ccc21,25,8,5,-11,5,8,9,7,4,0.8,1
COc1ccc(N2CCN(C(=O)c3sc4nc(-c5ccc(F)cc5)cn4c3C)CC2)cc1,0,-6,-7,-1,4,2,10,16,-2,2.6,10
C=CCOn1c(=O)c(-c2ccc(Cl)cc2)[n+]([O-])c2ccccc21,1,7,7,-4,1,-5,25,11,7,-0.1,-21
CCc1ccc(CNC(=O)CCCC(=O)n2nc(C)c3ccccc32)cc1,3,19,-1,-2,10,-11,0,-6,-3,2.2,14
COC(=O)CN(Cc1ccccc1)S(=O)(=O)c1ccc(OC)c(OC)c1,-12,-2,-4,3,-6,11,0,22,-2,-0.8,-21
Cc1cc(C(=O)NCc2ccc(Cl)cc2)n(-c2ccccc2)n1,3,-3,-8,-2,-6,-3,5,10,-14,-1.1,-1
COc1ccc2c(c1)C(=O)N1[C@H]3c4cc(C)ccc4OC[C@@H]3[C@H](c3ccccc3)[C@]1(C)C(=O)N2,4,3,9,-3,38,-10,-2,4,-3,1.5,14
COc1ccc(NS(=O)(=O)c2ccc(-c3cnc(C4CC4)o3)cc2)cc1OC,31,56*,26,1,7,-7,23,4,3,-2.9,67
N#Cc1ccccc1OCC(=O)OCC(=O)c1ccc[nH]1,4,13,-7,3,4,-11,8,4,-7,-2.0,2
CC(C)C[C@@H](CN1CCCC1CN1C(=S)NC[C@@H]1Cc1ccccc1)N1C[C@H](Cc2ccccc2)N(CC2CCCCCC2)C1=S (stereo not given in full),12,20,.,0,.,.,.,.,-4,.,4
O=C(Cc1cccs1)Nc1cc(S(=O)(=O)N2CCCCC2)ccc1Cl,-26,10,-21,0,4,3,6,-1,-10,-0.4,-9
Cc1ccc(-c2nnn(CC(=O)N(Cc3cccs3)C(C(=O)NC3CCCCC3)c3ccco3)n2)o1 (stereo not given),-10,2,-9,1,5,2,2,5,-6,0.4,0
COc1ccc(C2/C=C\CN(S(=O)(=O)c3ccc(-c4ccccc4)cc3)CC(=O)N2Cc2ccc(F)cc2)cc1 (stereo not given),-10,7,-8,-6,5,-7,-14,6,1,0.2,-3
CCOC(=O)C1(C(F)(F)F)N=C(c2cccnc2)OC(N2CCOCC2)=N1 (stereo not given),2,-3,-16,1,-30,-4,1,3,0,1.0,-4
CC1CCCCN1C(=O)C1CCN(S(=O)(=O)c2ccc(-n3cnnn3)cc2)CC1 (stereo not given),-6,6,6,-6,2,0,10,-9,-13,0.0,-4
COc1ccc(CCNC(=O)CCCc2nnc3n(C)c(=O)c4sccc4n23)cc1OC,0,-6,-20,2,-1,-2,16,2,5,0.6,0
COc1ccccc1CN1CCN(S(=O)(=O)c2ccc(C)cc2)CC1,10,4,-8,-5,3,-1,4,4,4,-0.8,-7
Cc1cc(C)n2nc(CCCO)nc2n1,-17,-9,1,-1,-11,-3,-7,15,-2,-2.4,-17
CCN1CCCC1CNC(=O)c1ccc(N2CCOCC2)c(NS(=O)(=O)c2ccc(OC)cc2)c1 (stereo not given),-33,-6,-5,2,-13,7,-5,5,-17,-1.0,-28
COc1ccc(C(C)=O)cc1COc1ccc(-n2cnnn2)cc1,-17,-7,14,8,3,4,7,-6,5,0.6,-10
COc1ccc(C(=O)N[C@H](C(=O)Nc2cccc(S(=O)(=O)N3CCOCC3)c2)C(C)C)cc1,1,20,6,1,3,8,19,3,-15,2.5,-12
Clc1ccc2nnc(Cl)n2n1,-8,18,9,3,-5,2,1,-7,-3,-1.5,7
O=C(NCCC1=CCCCC1)c1cc(COc2c(F)cccc2F)on1,14,2,-7,-5,1,5,11,0,-7,-2.4,-20
COc1ccc(F)cc1S(=O)(=O)Nc1ccc(C)cc1,10,-4,5,3,2,3,-8,6,2,-0.8,2
NC(=O)C1CCN(Cc2nc(-c3cccs3)no2)CC1,7,15,-2,5,-4,-8,11,3,-9,0.1,1
O=C(COc1ccc(Br)cc1Cl)NCCCN1CCOCC1,-21,-6,0,1,3,-3,14,-2,0,-0.1,-28
Cc1ccc(Cn2c(S(=O)(=O)O)nc3ccccc32)cc1,-6,-3,-5,10,9,8,5,3,15,0.7,-3
Cc1c(C(=O)NC(C)C2CC3CCC2C3)cccc1[N+](=O)[O-] (stereo not given),0,4,7,-2,-7,3,-24,7,-12,-3.1,3
CCOc1ccc(C(=O)NCCN(C)C)cc1,2,4,5,-3,4,1,-17,-4,-3,-0.9,-13
CCCn1c(SCC(=O)OCC)nc(C(F)(F)F)cc1=O,-1,-1,0,-1,13,-10,7,17,-6,0.3,12
COCc1cc(C)nc(Nc2ccc(C)cc2C)c1C#N,-38,-5,-2,-7,5,-4,5,15,-10,5.4,19
O=C(c1ccc(F)c(F)c1)N1CCC2(CC1)NCCc1[nH]cnc12,-9,-19,-64,-5,-2,-7,-42,-3,2,-0.6,-6
C=CC[n+]1cccc(-c2cc3ccc(C)cc3[nH]2)c1,7,8,-8,-1,.,-9,-5,-8,-1,-1.2,-11
COc1cc(-c2c(-c3ccsc3)sc3ccccc23)cc(OC)c1OC,-8,7,-9,-6,-7,8,-7,8,-5,0.6,5
Cc1cccc(NC(=O)CNC(=O)c2sc3ccccc3c2Cl)n1,-13,-5,-12,4,-8,-4,-13,4,-5,11*,6
COc1ccc(NC(=O)c2cc3c(CO)cnc(C)c3oc2=Nc2cccc(C)c2)c(OC)c1,13,-12,-12,8,-1,5,13,6,4,-1.7,11
COc1ccc(/C=C/C(=O)N2CCC(C(N)=O)CC2)cc1S(=O)(=O)N1CCOCC1,-9,-13,3,-7,2,-5,15,1,2,-0.1,-15
Cc1cc(C)c2cc(C(O)c3nnnn3Cc3ccccc3)c(=O)[nH]c2c1 (stereo not given),-6,12,2,3,-5,-2,7,12,-13,-1.7,9
O=C(C1CCN(Cc2cc(Cl)ccc2O)CC1)N1CCN(Cc2ccccc2)CC1,-15,-2,7,4,5,1,1,-6,5,-2.4,-4
CCOc1ccc(N(CC(=O)NC2CCCC2)C(=O)Cn2nnc(-c3ccc(C)o3)n2)cc1,-16,6,10,5,7,-1,-20,12,-76,0.2,-5
O=C(O)c1cccc2c1C(=O)N(c1ccccc1)C2,9,-15,-2,5,3,2,-3,10,1,-0.8,-21
CC1=CS/C(=C(/C#N)C(=O)N2CCCCC2)N1c1ccccc1,7,11,4,2,-2,-11,3,-1,-9,-2.0,10
COc1ccc(-n2nc(C(=O)NCC(=O)Nc3ccc(F)cc3)c3ccccc3c2=O)cc1,1,-10,-20,0,2,12,-11,4,2,0.1,19
OC(c1ccccc1)c1ncc(-c2cccc(F)c2)[nH]1 (stereo not given),-14,4,-27,2,.,.,-35,6,0,-0.1,-33

An excerpt from above in order of their number in NOD2-RIPK2 inh, highest first.
Compound	NCOA2 inhibitor	COUP-TFII inh	NCOA1 inh	ABHD5 PLIN5 PPI	LMP1 NFkB inh	TLR9-MyD88 inh	NCOA3 inh	MC4R antag cAMP	NOD2-RIPK2 inh	MC4R ag barr	NR5A2 inv ag
COc1ccc(C(C)=O)cc1COc1ccc(-n2cnnn2)cc1	-17	-7	14	8	3	4	7	-6	5	0.6	-10
OC(c1ccccc1)c1ncc(-c2cccc(F)c2)[nH]1 (stereo not given)	-14	4	-27	2	.	.	-35	6	0	-0.1	-33
Cc1cccc(NC(=O)CNC(=O)c2sc3ccccc3c2Cl)n1	-13	-5	-12	4	-8	-4	-13	4	-5	11*	6
CCCn1c(SCC(=O)OCC)nc(C(F)(F)F)cc1=O	-1	-1	0	-1	13	-10	7	17	-6	0.3	12
CC1=CS/C(=C(/C#N)C(=O)N2CCCCC2)N1c1ccccc1	7	11	4	2	-2	-11	3	-1	-9	-2.0	10

Entries of single compounds from above. Screens in order: NCOA2 inhibitor, COUP-TFII inh, NCOA1 inh, ABHD5 PLIN5 PPI, LMP1 NFkB inh, TLR9-MyD88 inh, NCOA3 inh, MC4R antag cAMP, NOD2-RIPK2 inh, MC4R ag barr, NR5A2 inv ag
`COn1c(C)c(C)c2c3nonc3ccc21` is listed as 25, 8, 5, -11, 5, 8, 9, 7, 4, 0.8, 1
`CCOc1ccc(C(=O)NCCN(C)C)cc1` is listed as 2, 4, 5, -3, 4, 1, -17, -4, -3, -0.9, -13
`COc1cc(-c2c(-c3ccsc3)sc3ccccc23)cc(OC)c1OC` is listed as -8, 7, -9, -6, -7, 8, -7, 8, -5, 0.6, 5
`CCOc1ccc(N(CC(=O)NC2CCCC2)C(=O)Cn2nnc(-c3ccc(C)o3)n2)cc1` is listed as -16, 6, 10, 5, 7, -1, -20, 12, -76, 0.2, -5
`CCc1ccc(CNC(=O)CCCC(=O)n2nc(C)c3ccccc32)cc1` is listed as 3, 19, -1, -2, 10, -11, 0, -6, -3, 2.2, 14

Later entries
Structure,NCOA2 inhibitor,COUP-TFII inh,NCOA1 inh,ABHD5 PLIN5 PPI,LMP1 NFkB inh,TLR9-MyD88 inh,NCOA3 inh,MC4R antag cAMP,NOD2-RIPK2 inh,MC4R ag barr,NR5A2 inv ag
CCOC(=O)C1=C(COC(=O)CSc2ccc(C)cc2C)NC(=O)NC1C (stereo not given),-38,-16,8,0,-2,-10,4,2,-5,-1.4,-7
Cc1ccc(Cn2ccc(=O)c(Cc3c(Cl)cccc3Cl)c2C)cc1,5,1,4,7,3,-13,23,5,-6,-1.0,5
COCCNC(=O)C1CC(c2cccc([N+](=O)[O-])c2)=NO1 (stereo not given),-1,6,-22,-3,-14,1,-17,9,0,-1.7,-5
N#Cc1ccccc1CN1C(=O)NC2(CCCCCC2)C1=O,21,-20,-4,0,-9,5,13,7,2,-0.5,-20

Source: PubChem
